Screens: PubChem BioAssay, several laboratories
Wnt bcat act – Wnt/beta-catenin pathway activators, primary screen, cell-based, plate reader, single point | Wnt/beta-catenin reporter cell assay, activator | activation, % at 9.35 µM | hit rate 1.2% among 300,000 | AID 743398, 2014; in the data active means activation above about 30%, passing the limit was not always enough;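 further: 0% = neutral control wells and 100% = positive control wells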
Tat transport – E. coli Tat export inhibitors, primary screen, MC4100, TorA-mCherry reporter, fluorescence, single point. inhibition, % at 10 µM. hit rate 0.036% among 340,000. AID 488895, 2010;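 active means mean replicate inhibition at least 50% and at least half of replicates individually reaching 50%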;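 further: exported cargo escapes ClpAP degradation while cytoplasmic cargo is degraded and loses fluorescence; 0% = median of neutral control wells and 100% = median of NaSCN control wells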
AddAB inh – growth inhibition of E. coli expressing H. pylori AddAB, primary screen, AddAB inhibitor project, absorbance; hit rate 0.29% among 330,000; inhibition, % at 11.9 µM; in the data active means inhibition above about 12%;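 further: 0% = vehicle wells of infected cells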
PfHsp90 set2 – growth inhibition of PfHsp90-expressing yeast, primary screen, antimalarial PfHsp90 inhibitor project, S. cerevisiae, BacTiter-Glo luminescence, single point, set 2 | hit rate 0.32% among 310,000 | inhibition, % at 9.4 µM | BacTiter-Glo ATP, 48 h; yeast lacking PDR1 and PDR3 efflux regulators;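 active means every replicate shows inhibition above about 80%, whatever the replicate mean, limit read from the data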;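 further: 0% = DMSO neutral controls and 100% = 20 µM radicicol positive controls; yeast relying on Plasmodium falciparum Hsp90 in place of its own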
DAGLB inh – DAGLB lipase inhibitors, primary screen, biochemical, fluorescence, HTS; HEK293T DAGLB membrane lysate, EnzChek fluorogenic substrate; inhibition, % at 5.17 µM; hit rate 0.059% among 340,000; AID 504411, 2011; in the data active means inhibition above about 34%;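 further: 0% = enzyme with vehicle and 100% = wells lacking enzyme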
Target sequence (Q8NCG7 whole entry, looked up): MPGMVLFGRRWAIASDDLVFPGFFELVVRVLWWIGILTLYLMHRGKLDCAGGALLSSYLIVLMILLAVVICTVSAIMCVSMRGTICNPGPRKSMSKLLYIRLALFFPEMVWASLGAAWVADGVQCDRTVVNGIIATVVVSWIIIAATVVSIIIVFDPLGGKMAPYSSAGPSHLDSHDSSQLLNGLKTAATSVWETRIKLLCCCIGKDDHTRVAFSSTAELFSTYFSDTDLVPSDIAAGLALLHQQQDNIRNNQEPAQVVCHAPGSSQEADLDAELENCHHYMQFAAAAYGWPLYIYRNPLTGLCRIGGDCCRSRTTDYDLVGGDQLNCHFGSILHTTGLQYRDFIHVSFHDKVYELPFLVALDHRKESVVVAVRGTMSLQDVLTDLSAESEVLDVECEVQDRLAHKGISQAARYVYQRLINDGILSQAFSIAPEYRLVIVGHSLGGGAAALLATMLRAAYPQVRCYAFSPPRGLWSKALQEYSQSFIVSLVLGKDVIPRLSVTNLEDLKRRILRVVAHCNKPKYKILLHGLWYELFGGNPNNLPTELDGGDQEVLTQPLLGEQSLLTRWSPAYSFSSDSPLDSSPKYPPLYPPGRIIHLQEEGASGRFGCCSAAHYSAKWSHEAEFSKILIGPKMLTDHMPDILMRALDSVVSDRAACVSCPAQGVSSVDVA
Ecoli viability – E. coli V3065 growth inhibition, primary screen, counter-screen for AddAB inhibitor project, absorbance, OD600; hit rate 0.27% among 330,000; 18 h; inhibition, % at 11.9 µM;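 active means inhibition above the campaign's mean inhibition across all tested compounds plus 3 SD, cut at about 9.9% in these data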;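 further: uninfected addAB+ strain grown without phage in ampicillin broth; 0% = DMSO wells and 100% = ciprofloxacin 0.95 µg/ml wells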
Rtt109 Vps75 – inhibitors of C. albicans Rtt109/Vps75 HAT, primary screen, biochemical, ThioGlo CoA-SH fluorescence, plate reader. purified Rtt109/Vps75, 4 h. inhibition, % at 34.9 µM. hit rate 0.16% among 330,000. AID 540336, 2011;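 active means inhibition of at least 50% in every replicate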
Target sequence (Q5AAJ8 whole entry, looked up): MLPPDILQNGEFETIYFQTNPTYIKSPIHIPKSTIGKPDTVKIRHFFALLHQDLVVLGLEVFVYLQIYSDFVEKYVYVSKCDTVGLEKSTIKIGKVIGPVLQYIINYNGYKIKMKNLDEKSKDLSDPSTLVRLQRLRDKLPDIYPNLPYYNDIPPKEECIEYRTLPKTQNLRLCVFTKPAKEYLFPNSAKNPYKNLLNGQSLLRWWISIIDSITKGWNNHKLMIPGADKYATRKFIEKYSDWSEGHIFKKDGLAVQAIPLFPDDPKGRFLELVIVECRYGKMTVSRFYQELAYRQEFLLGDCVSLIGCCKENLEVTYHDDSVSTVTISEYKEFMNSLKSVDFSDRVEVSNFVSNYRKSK
PvdQ inh – P. aeruginosa PvdQ acylase inhibitors, primary screen, biochemical, fluorescence, plate reader and imaging, single point | PvdQ acylase [Pseudomonas aeruginosa LESB58] | purified PvdQ acylase | inhibition, % at 10 µM | hit rate 0.063% among 340,000; in the data active means inhibition above about 30%, passing the limit was not always enough;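 further: 0% = vehicle neutral wells and 100% = reference inhibitor wells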
CAL PDZ inh – CAL PDZ peptide-binding inhibitors, primary screen, biochemical, fluorescence polarization, Cer-tagged CAL PDZ, HTS; Golgi-associated PDZ and coiled-coil motif-containing protein (Homo sapiens), Q9HD26; purified CAL PDZ, TMR-peptide fluorescence polarization, 1 h; inhibition, % at 20 µM; hit rate 0.02% among 330,000; AID 504414, 2011;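 active means highest replicate inhibition of at least 40%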;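 further: plate controls were DMSO neutral control wells for no effect and unlabeled competitor peptide control wells for full effect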
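System: tagged CAL PDZ domain. Schedule: 1 h room-temperature incubation prior to read. Signal: fluorescence polarization (mP). Measure: percent inhibition from loss of millipolarization.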
phage Ecoli inh – growth loss of phage-infected E. coli, primary screen, RecBCD inhibitor project, absorbance, with phage, HTS | inhibition, % at 11.9 µM | hit rate 0.26% among 360,000 | AID 651602, 2012; in the data active means inhibition above about 11%
Active calls of the source: *; nt = no result given; & = joins results of further samples.

Values in the order: Wnt bcat act	Tat transport	AddAB inh	PfHsp90 set2	DAGLB inh	Ecoli viability	Rtt109 Vps75	PvdQ inh	CAL PDZ inh	phage Ecoli inh
> CCC(=O)N1CCc2cc(S(=O)(=O)N3CCc4ccccc4C3)ccc21
→ -3	-13	0.2	-12	0	-0.5	-9	-12	-1.7	2.6
> Cc1nnc(C)c2c(C)n(-c3ccc(Cl)c(N)c3)c(C)c12
→ 3	0	0.7	3	2	1.8	nt	-5	-1.4	2.5
> Cc1cc(S(=O)(=O)NCc2ccco2)c(C)s1
→ nt	-1	1.4	-12	-3	-0.8	-5	-9	-2.8	0.4
> COc1ccc(NC(=O)CN2CCN(c3ccccc3)CC2)cc1
→ -2	8	3.9	-16	-1	3.4	4	6	-0.3	1.4
> Nc1nc(-c2cccnc2)nn1S(=O)(=O)c1ccccc1
→ nt	-1	-0.1	7	-1	-0.7	8	6	-3.7	-2.6
> O=C1C(Cc2ccccc2)Nc2ncnc(N3CCOCC3)c2N1Cc1ccc(Cl)cc1 (stereo unspecified)
→ -2&0	-1	-0.3	-15	4	0.6	5	-5	-0.3	3.8&-1.0
> CCOc1ccccc1OCCCC(=O)N1CCN(S(=O)(=O)c2ccc(Cl)cc2)CC1
→ 29	6	-0.9	-15	0	-3.5	2	-16	0.0	0.3
> CC(C)(C)NC(=O)Cn1nnc(-c2ccc(OCc3c(F)cccc3Cl)cc2)n1
→ 0	12	0.2	-7	-4	-2.0	0	-10	-0.6	1.3
> COc1ccccc1-c1c(-c2ccc(O)cc2O)n[nH]c1C(F)(F)F
→ -4	-1	-0.3	-4	-1	-1.8	13	-8	-0.1	1.7
> CS(=O)(=O)Nc1ccc(-c2nnc3n2CCCCC3)cc1
→ 0	4	-0.8	-30	1	-1.2	3	-8	1.1	0.1
> COc1ccc(S(=O)(=O)N2CCC(C(=O)Nc3ccccc3N3CCCC3)CC2)cc1OC
→ -1	-12	-1.1	-23	4	-0.7	-6	-10	-2.4	2.7
> Nc1c(C(=O)NC2CC2)sc2nc3c(c(-c4ccco4)c12)CC/C3=C/c1ccco1
→ nt	0	-2.7	-7	9	-3.6	13	-8	-0.2	nt
> Cc1c(NC(=O)c2cc(S(=O)(=O)N3CCCCC3)ccc2Cl)c(=O)n(-c2ccccc2)n1C
→ 2	-2	0.9	-4	0	-0.6	2	3	-0.1	1.8
> Cc1nc2ccccn2c1C(=O)N/N=C/c1ccc(CNC(=O)C(=O)Nc2ccccc2)o1
→ nt	3	2.6	-9	3	0.5	1	9	-4.0	0.6
> O=[N+]([O-])c1ccc(F)cc1OCc1cccc(S(=O)(=O)N2CCOCC2)c1
→ 0	0	-3.2	nt	0	-0.6	-3	0	-2.8	1.6
> O=C(Nc1ccc2nc(-c3ccccn3)c(-c3ccccn3)nc2c1)N1CCOCC1
→ 0	1	-0.2	-11	-2	0.0	3	-14	-0.1	3.3
> CN1CCN(NC(=O)c2cc(-c3ccc(Cl)s3)nc3ccccc23)CC1
→ -3	0	0.6	8	0	-3.5	0	-1	-2.8	2.0
> O=C(CSc1nnc2ccc(-c3ccncc3)nn12)Nc1ccc(F)cc1
→ -1	-4	-1.8	-19	0	-1.6	-2	-8	-1.5	0.5
> COc1cccc(NC(=O)NCCCSC2CCCCC2)c1
→ nt	-5	0.5	-3	-7	1.6	-24	-12	-3.1	2.7
> Cc1cccc(Oc2ccccc2NC(=O)CN2C(=O)NC3(CCCC3)C2=O)c1
→ 1	-4	0.5	nt	1	1.1	3	-15	-2.3	-1.5

Single records, as listed above. Order of values: Wnt bcat act | Tat transport | AddAB inh | PfHsp90 set2 | DAGLB inh | Ecoli viability | Rtt109 Vps75 | PvdQ inh | CAL PDZ inh | phage Ecoli inh
Profile of `Nc1c(C(=O)NC2CC2)sc2nc3c(c(-c4ccco4)c12)CC/C3=C/c1ccco1` : nt | 0 | -2.7 | -7 | 9 | -3.6 | 13 | -8 | -0.2 | nt
Profile of `CS(=O)(=O)Nc1ccc(-c2nnc3n2CCCCC3)cc1` : 0 | 4 | -0.8 | -30 | 1 | -1.2 | 3 | -8 | 1.1 | 0.1

Next section.
Values in the order: Wnt bcat act	Tat transport	AddAB inh	PfHsp90 set2	DAGLB inh	Ecoli viability	Rtt109 Vps75	PvdQ inh	CAL PDZ inh	phage Ecoli inh
> C/C=C/C(=O)OCC(=O)Nc1cccc(Br)c1
→ -1	-6	1.1	0	-1	0.8	3	4	-0.7	-1.1
> Cc1ccc(C(=O)CSc2cc(C)nc(SCC(=O)c3ccccc3)n2)cc1
→ nt	-3	-0.7	-15	-22	-2.6	2	-18	-1.0	2.1
> COC(=O)C1CCN(C(c2ccc(OC)c(OC)c2)c2sc3nc(C)nn3c2O)CC1 (stereo unspecified)
→ 2	-4	-0.8	5	-2	-0.3	1	-11	0.3	2.2
> COc1ccc(/C=C/C(=O)c2ccc(NS(=O)(=O)c3ccc(C)cc3)cc2)cc1O
→ -3	11	-2.2	-5	5	-0.8	14	-2	-0.6	3.1
> O=C(NCc1ccccc1)c1ccc(S(=O)(=O)N2CCCc3ccccc32)cc1
→ nt	5	0.9	5	-3	-0.9	4	8	0.6	2.0
> CC(Oc1ccccc1)C(=O)Nc1ccc(S(=O)(=O)Nc2nccs2)cc1 (stereo unspecified)
→ -2	1	1.2	-23	1	-0.4	-3	-10	0.1	0.1
> COc1ccc(NC(=O)CSc2ccc3nnc(-c4ccccn4)n3n2)cc1
→ -1	4	1.2	-13	3	2.2	0	-16	-1.5	-0.4
> CCC(=O)c1c[nH]c(C(=O)NCc2cccs2)c1
→ -1	0	1.8	1	2	1.9	1	-1	-2.6	-0.6
> Cc1sc2ncn(CC(=O)NCC(=O)N(C)C3CCCCC3)c(=O)c2c1C
→ nt	7	0.4	-10	0	0.0	3	-4	-1.2	2.6
> CC(C)Cc1nc(N2CCN(C(=O)C(C)C)CC2)c(C#N)c2c1CCC2
→ 0	4	1.5	5	-8	0.4	-3	-7	-2.0	-0.2
> C#CCOCCOCCOCCNc1nc(N2CCN(C(=O)[C@H](CCCN=C(N)N)n3cc(C(N)[C@@H](C)CC)nn3)CC2)nc(N2CCN(C(=O)[C@H](CC(N)=O)n3cc([C@@H](N)CC(N)=O)nn3)CC2)n1 (stereo partly specified)
→ 5	-8	0.6	31	-3	-1.2	29	7	-0.1	1.6
> Oc1ccc(CN2CCN(c3ncccn3)CC2)cc1
→ -1	-2	2.6	-9	2	0.9	-3	-13	-0.8	-3.1
> CCOC(=O)CSc1ccc2nnc(-c3cccs3)n2n1
→ -4	-3	1.8	-3	0	1.0	2	-4	0.6	0.8
> COc1cc(-c2cc(=O)c3c(C)cc(O)cc3o2)cc(OC)c1OC
→ 5	1	nt	-39	-2	nt	-5	-12	-1.5	1.0
> CCc1ccc(NC(=S)N2CCNC(=O)C2CC(=O)OC)cc1 (stereo unspecified)
→ 2	-4	1.7	11	-2	-1.1	-8	-11	-0.4	3.7
> CCn1cc(C2=NC(c3ccccc3)CO2)c2ccccc21 (stereo unspecified)
→ 1	-1	1.1	2	-2	-0.1	8	-1	0.3	2.9
> CCOC(=O)c1cc(-c2ccccc2)sc1NC(=O)c1cc(OC)c(OC)c(OC)c1
→ nt	10	3.0	-7	-1	-0.7	-11	-10	-0.2	0.2
> O=C(COc1ccc(S(=O)(=O)N2CCCCC2)cc1)Nc1ccccc1F
→ 12	5	3.6	-15	1	2.5	1	-18	-6.5	1.7
> CC1CN(C(=O)c2ccccc2)C(=Nc2cccc(S(=O)(=O)N(C)C)c2)S1 (stereo unspecified)
→ 3	5	4.0	6	0	-0.7	-4	-3	-2.4	1.0
> CN(C)c1nc(N)nc(CSc2n[nH]c(-c3ccccc3)n2)n1
→ nt	1	1.8	15	-3	-0.8	-7	-6	0.4	2.3
> COC(=O)c1ccccc1NC(=O)c1ccc(COc2ccccc2)o1
→ nt	12	2.9	-17	-14	-0.1	-4	11	0.3	-0.5
> Cc1ccc(C)c(N2CCN(C(=S)Nc3ccc4nc(N5CCN(C)CC5)cc(C)c4c3)CC2)c1
→ -1	9	3.5	10	1	-1.5	7	-12	-1.1	5.2
> NC1=NCC(O)=C1c1nc2ccccc2[nH]1
→ 1	1	1.2	6	0	-0.1	-2	10	0.3	0.3
> CCOc1cc(C2C(C(=O)c3ccc(C)cc3)=C(C(=O)OC)Nc3nnnn32)ccc1O (stereo unspecified)
→ nt	-7	5.5	15	1	0.3	15	-3	0.5	2.2
> Cc1nc(C)n(C)c(=O)c1-c1ccccc1
→ 8	14	3.2	-10	4	2.0	2	-8	-3.1	0.3
> CCOC(=O)c1c(C)[nH]c(C(=O)COC(=O)C(C)Oc2ccc(Cl)cc2Cl)c1C (stereo unspecified)
→ -3	-2	-1.5	21	-3	-1.5	9	5	0.1	2.6
> O=[N+]([O-])c1ccc(N/N=C/c2sc(N3CCOCC3)nc2-c2ccccc2)c(S(=O)(=O)Nc2ccc(Cl)cc2)c1
→ 3	-11	nt	-25	3	nt	-7	-4	-2.4	2.6
> Cc1cccc(N2CCN(CC(=O)N(C)Cc3ccccc3)CC2C)c1 (stereo unspecified)
→ -2	-4	1.3	0	-5	1.0	-11	2	-0.6	2.1
> O=c1[nH]nc(Cc2ccc(-c3ccccc3Cl)o2)c2ccccc12
→ 25	-2	4.6	-26	0	0.7	14	-11	-2.1	2.6
> CCc1nn(C(CC)C(=O)NCC(C)c2ccccc2)c(=O)c2cc3occc3n12 (stereo unspecified)
→ -2	6	nt	-48	0	nt	-32	-15	-0.4	-2.2
> Cc1ccc(NC(=O)CCSCCC(=O)Nc2ccc(C)c(C)c2)cc1C
→ -2	4	0.3	-9	-5	-2.2	6	-9	-2.4	-0.6
> CC(O)CNc1nc2ccccc2n1CC(=O)NCC(F)(F)F (stereo unspecified)
→ -1	-1	4.8	10	-2	0.7	1	-3	-0.2	1.5
> CC(C)(C)Cc1nnc(NC(=O)CCC2CCCCC2)s1
→ nt	4	2.2	-6	-1	1.3	1	1	-0.5	nt
> c1coc(-c2nnc3sc(C4CCCCC4)nn23)c1
→ -3	2	0.7	nt	5	2.4	-3	-6	-1.9	2.3
> Cc1ccc(N(C)S(=O)(=O)c2ccc(-c3ccc(=O)[nH]n3)s2)cc1C
→ 0	-3	5.9	-17	-2	-1.9	3	-9	-2.0	3.0
> CCCCCCCCNCCS(=O)(=O)NCc1ccc(OC)cc1
→ -2	-6	nt	-10	-3	nt	-10	-11	-0.8	7.5
> CC[n+]1ccc2cc(OC)c(OC)cc2c1Cc1ccc(OC)c(OC)c1
→ -1	-5	1.9	-7	2	-1.5	0	-13	-0.2	nt
> Cc1nn(-c2ccccc2)c(C)c1/C=C/C(=O)OC(C)C(N)=O (stereo unspecified)
→ -1	0	0.3	-17	1	0.6	0	-3	-1.5	3.4
> COCCN(C(=O)CSCC(=O)Nc1cccc(C)c1)c1c(N)n(Cc2ccccc2)c(=O)[nH]c1=O
→ 2	-5	-0.5	-11	1	1.4	-6	-11	0.3	3.7
> O=C(NNC(=O)NC1CCCCC1)NC1CCCCC1
→ -2	3	1.7	1	0	-2.8	-10	-8	-0.7	2.3
> CON(c1nc(Cl)nc(N(C)C)n1)S(=O)(=O)c1ccccc1Cl
→ -5	-2	1.5	3	0	2.5	-1	-16	-2.5	1.8
> CC(NC(=O)C12CC3CC(C)(CC(C)(C3)C1)C2)c1ccncc1 (stereo unspecified)
→ 0	-4	1.2	0	0	0.9	3	-5	-0.3	1.8
